Bioassay records as filed in PubChem.
CendR NRP1 mod: alters CendR peptide binding to human NRP-1 | actives 0.85% (n = 360,000) | FAM-RPARPAR peptide binding to NRP-1, fluorescence polarization | inhibition, % at 25 µM | O14786;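 active means inhibition or corrected inhibition above about 18%, plus a signal ratio from 0.5 to 1.5, limit read from the data, passing the limit was not always enough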; further: strong numbers were not always called active
SKN-1 inh: blocks SKN-1 activity in C. elegans; C. elegans VP596 Pgst-4::GFP/RFP ratio, acrylamide-induced, 24 h; inhibition, % at 21.8 µM; actives 0.49% (n = 360,000);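 active means interference check ratio from 0.5 to 1.5 plus GFP to RFP signal ratio inhibition reaching or exceeding a fixed threshold, cut at about 30% in these data, passing the limit was not always enough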; further: some compounds called inactive have numbers as strong as hits
SUMO1 PPI mod: SUMO1-SIM interaction modulation. P63165. SUMO1 binding to a labelled peptide, TR-FRET, 1 h. inhibition, % at 20 µM. actives 0.33% (n = 360,000). AID 602429; in the data active means inhibition above about 37%
Neddylation inh: inhibitors of human cullin neddylation; calls only at 25 µM; TR-FRET cullin neddylation, biochemical; AID 651699; P61081+Q13564; actives 0.58% (n = 360,000); in the data active means inhibition above about 36%
NadD block: blocks S. aureus nicotinate mononucleotide adenylyltransferase. inhibition, % at 20 µM. actives 0.78% (n = 360,000). AID 602399. purified NadD enzyme, colorimetric absorbance read-out; in the data active means inhibition above about 26%; further: some compounds past the cut are filed as inactive
Tb MetRS inh: Trypanosoma brucei MetRS inhibition; inhibition, % at 11.9 µM; purified T. brucei MetRS, ATP depletion, Kinase-Glo luminescence; actives 0.4% (n = 360,000);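 active means inhibition above a per-plate cutoff of the control wells' mean inhibition plus 3 SD, cut at about 5.5% in these data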;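 further: 0% = DMSO wells median and 100% = median of wells with control inhibitor compound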
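Material: T. brucei methionyl-tRNA synthetase, purified; reagent: substrates ATP, L-methionine and bulk Escherichia coli tRNA; dosing: 11.9 µM single point; timing: 15 min plus 2 h at 25 °C; detection: luminescence of leftover ATP; evaluation: % inhibition; control set: DMSO-only wells as low control; replicates: singlicate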
DNMT1 block: DNMT1 (human) enzyme inhibition. P26358. DNMT1 molecular beacon, Hinp1I cleavage, fluorescence. inhibition (reported as % activation of signal), % at 10 µM. actives 0.83% (n = 360,000). AID 588458; in the data active means inhibition above about 50%
Target sequence (P26358 504-1616 limits assumed): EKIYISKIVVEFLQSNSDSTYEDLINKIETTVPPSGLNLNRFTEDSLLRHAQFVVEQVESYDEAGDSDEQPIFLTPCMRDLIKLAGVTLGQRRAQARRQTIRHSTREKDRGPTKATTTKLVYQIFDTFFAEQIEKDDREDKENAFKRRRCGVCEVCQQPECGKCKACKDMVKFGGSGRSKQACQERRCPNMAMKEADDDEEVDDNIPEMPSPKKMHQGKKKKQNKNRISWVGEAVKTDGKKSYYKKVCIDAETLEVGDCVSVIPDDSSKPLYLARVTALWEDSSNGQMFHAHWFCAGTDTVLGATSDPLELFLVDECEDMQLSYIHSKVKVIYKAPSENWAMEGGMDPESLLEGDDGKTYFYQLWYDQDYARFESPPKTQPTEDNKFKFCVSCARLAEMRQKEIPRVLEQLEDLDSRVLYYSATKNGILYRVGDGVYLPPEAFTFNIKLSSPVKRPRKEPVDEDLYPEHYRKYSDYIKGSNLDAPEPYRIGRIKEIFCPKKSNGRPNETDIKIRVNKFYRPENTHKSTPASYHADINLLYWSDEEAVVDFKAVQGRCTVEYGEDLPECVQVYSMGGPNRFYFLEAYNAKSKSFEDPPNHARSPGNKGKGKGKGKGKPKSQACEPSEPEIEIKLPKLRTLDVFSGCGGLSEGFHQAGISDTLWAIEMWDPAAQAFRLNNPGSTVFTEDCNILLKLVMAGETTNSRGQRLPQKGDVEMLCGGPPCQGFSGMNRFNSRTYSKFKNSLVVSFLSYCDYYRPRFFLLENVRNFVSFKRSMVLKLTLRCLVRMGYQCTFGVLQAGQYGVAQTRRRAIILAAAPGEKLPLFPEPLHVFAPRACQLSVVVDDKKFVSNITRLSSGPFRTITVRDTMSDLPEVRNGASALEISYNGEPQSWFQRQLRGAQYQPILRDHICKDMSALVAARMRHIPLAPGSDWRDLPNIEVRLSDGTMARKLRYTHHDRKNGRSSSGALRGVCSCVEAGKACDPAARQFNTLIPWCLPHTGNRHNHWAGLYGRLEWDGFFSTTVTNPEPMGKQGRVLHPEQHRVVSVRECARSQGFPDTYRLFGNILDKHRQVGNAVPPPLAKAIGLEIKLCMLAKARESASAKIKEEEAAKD
Scp1 inh: inhibitors of human Scp-1 phosphatase | Q9GZU7 | Recombinant Scp1, phosphopeptide, malachite green phosphate absorbance | inhibition, % at 20 µM | actives 0.88% (n = 340,000) | AID 493091;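 active means inhibition above about 50% at 20 µM, limit read from the data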;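 further: plate controls were DMSO wells with enzyme for no effect and wells lacking enzyme for full effect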
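Test system: SCP-1 phosphatase catalytic domain, residues 76-261; measured by: colorimetric phosphate reagent with accelerator and stabiliser, absorbance at 630 nm; timing: enzyme reaction 45 min at room temperature, colour 5 min, stabilisation 30 min; also added: Phosphorylated 17-residue peptide substrate; compound dosing: one concentration, 20 µM, with 1.0% DMSO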
STEP inh: STEP (human) phosphatase inhibition. recombinant STEP, OMFP fluorogenic substrate, fluorescence. inhibition, % at 20 µM. actives 0.25% (n = 360,000);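 active means inhibition at 20 µM, scaled per plate between control wells, above about 37%, limit read from the data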;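 further: 0% = DMSO with enzyme and substrate and 100% = substrate only without enzyme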
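Assay system: isolated STEP enzyme / Timing: 20 min at room temperature, dark / Doses: 20 µM, 1% DMSO / Technique: fluorescence intensity, excitation 480 nm, emission 540 nm / Reagent: fluorogenic phosphatase substrate OMFP at 25 µM final / Measure: percent inhibition scaled to no-enzyme and uninhibited-enzyme controls, plate-pattern corrected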
LMPTP inh: LMPTP (human) inhibition; recombinant LMPTP-A, OMFP fluorogenic substrate, fluorescence intensity; inhibition, % at 20 µM; actives 0.22% (n = 360,000);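 active means compounds that cut the enzyme signal by at least half of the control window in the single-dose screen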;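 further: plate controls were DMSO wells with enzyme plus substrate for no effect and substrate without enzyme for full effect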
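Test system: LMPTP-A phosphatase enzyme. Amount: LMPTP-A at 0.625 nM final in the reaction. Reagent: OMFP substrate, 400 µM final. Times: 50 min at room temperature. Signal: endpoint fluorescence intensity from OMFP dephosphorylation. Read-out basis: % inhibition. Benchmarks: no-enzyme and uninhibited controls.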
Starred values were filed as active, the others as inactive. Random draw from the library; 4.6% or so of the library scored in one or more.

For CC[C@]12c3[nH]c4ccc(OC)cc4c3CCN1C(=O)C(CC(=O)NCCc1ccccn1)C[C@@H]2C(=O)N1CCN(C(=O)C2CC2)CC1 (stereo partly specified) the results were CendR NRP1 mod 2, SKN-1 inh -2, SUMO1 PPI mod -12, Neddylation inh inactive, NadD block 7, Tb MetRS inh -0.9, DNMT1 block 4, Scp1 inh -4, STEP inh 0 and LMPTP inh -9.4.
`O=C(c1cnn2c(C(F)(F)F)cc(-c3cccs3)nc12)N1CCCC1` gave CendR NRP1 mod 4, SKN-1 inh -6, SUMO1 PPI mod -28, Neddylation inh active, NadD block -5, Tb MetRS inh 1.0, DNMT1 block 2, Scp1 inh -7, STEP inh -1 and LMPTP inh -0.9.
Screening COc1ccc(Cl)cc1C(=O)NCCCn1ccnc1 returned CendR NRP1 mod -4, SKN-1 inh -12, SUMO1 PPI mod 6, Neddylation inh inactive, NadD block 0, Tb MetRS inh -1.3, DNMT1 block 1, Scp1 inh -6, STEP inh -2 and LMPTP inh -0.8.
For COc1ccc(CNC(=S)Nc2ccccc2)cc1 the results were CendR NRP1 mod -8, SKN-1 inh 12, SUMO1 PPI mod 9, Neddylation inh inactive, NadD block -5, Tb MetRS inh -0.1, DNMT1 block -3, Scp1 inh -4, STEP inh 3 and LMPTP inh -0.8.
`CCCN(C(=O)COC(=O)c1nc2nc(C)cc(C)n2n1)C1CCS(=O)(=O)C1` (stereo unspecified) gave CendR NRP1 mod 9, SKN-1 inh -3, SUMO1 PPI mod 5, Neddylation inh inactive, NadD block 0, Tb MetRS inh -0.2, DNMT1 block 6, Scp1 inh -4, STEP inh -2 and LMPTP inh -1.2.
Cn1cnnc1-c1cccc(NC(=O)c2cc(F)c(F)cc2Cl)c1 was read as CendR NRP1 mod -6, SKN-1 inh 5, SUMO1 PPI mod -2, Neddylation inh inactive, NadD block -10, Tb MetRS inh 0.5, DNMT1 block 1, Scp1 inh -10, STEP inh -1 and LMPTP inh -1.3.
`O=C1CN(S(=O)(=O)c2cccc(Cl)c2Cl)c2ccccc2N1` gave CendR NRP1 mod 0, SKN-1 inh 7, SUMO1 PPI mod 1, Neddylation inh inactive, NadD block 2, Tb MetRS inh 0.3, DNMT1 block -1, Scp1 inh 4, STEP inh 1 and LMPTP inh -0.1.
For CNc1nc2[nH]c(=O)c3c(c2s1)OC(N)=C(C#N)C3c1ccccc1 (stereo unspecified) the results were CendR NRP1 mod -32, SKN-1 inh 3, SUMO1 PPI mod 2, Neddylation inh inactive, NadD block 4, Tb MetRS inh 0.2, DNMT1 block -8, Scp1 inh -7, STEP inh 2 and LMPTP inh 2.3.
For CN(C)C1=NCCN1CCCCc1ccccc1 the results were CendR NRP1 mod -7, SKN-1 inh -19, SUMO1 PPI mod -2, Neddylation inh inactive, NadD block 1, Tb MetRS inh 0.4, DNMT1 block 12, Scp1 inh 5, STEP inh -4 and LMPTP inh -1.6.
`Cc1ccc(OCC(=O)N(c2ccccn2)C2CCCCC2)c(C)c1` gave CendR NRP1 mod -2, SKN-1 inh 7, SUMO1 PPI mod 5, Neddylation inh inactive, NadD block -6, Tb MetRS inh -0.8, DNMT1 block 8, Scp1 inh -5, STEP inh 2 and LMPTP inh -0.6.
For CCOc1ccc(Nc2nc(Cc3nnc(SCC(=O)NC4CCCCC4)n3C)cs2)cc1 the results were CendR NRP1 mod 1, SKN-1 inh -2, SUMO1 PPI mod 2, Neddylation inh inactive, NadD block 8, Tb MetRS inh 0.2, DNMT1 block -2, Scp1 inh -5, STEP inh 0 and LMPTP inh -1.2.
COC(=O)c1c([N+](=O)[O-])c(OC)c(OC)c(OC)c1[N+](=O)[O-] was read as CendR NRP1 mod -1, SKN-1 inh 1, SUMO1 PPI mod -2, Neddylation inh inactive, NadD block -6, Tb MetRS inh -0.5, DNMT1 block 1, Scp1 inh -1, STEP inh 0 and LMPTP inh 0.6.
`CC(=O)Nc1ccc(SCC(=O)Nc2cc(C)on2)cc1` gave CendR NRP1 mod -17, SKN-1 inh 12, SUMO1 PPI mod 3, Neddylation inh inactive, NadD block -7, Tb MetRS inh -0.2, DNMT1 block -1, Scp1 inh -7, STEP inh 4 and LMPTP inh -1.1.
Cc1cccc(C(=O)NNC(=O)CSc2nnc(C(C)C)n2C)c1 was read as CendR NRP1 mod 0, SKN-1 inh 15, SUMO1 PPI mod -3, Neddylation inh inactive, NadD block -5, Tb MetRS inh -0.6, DNMT1 block -1, Scp1 inh -5, STEP inh 0 and LMPTP inh -0.6.
Screening Cc1nnc(NC(=O)CN2CCN(Cc3ccccc3Cl)CC2)s1 returned CendR NRP1 mod -9, SKN-1 inh 3, SUMO1 PPI mod 1, Neddylation inh inactive, NadD block -1, Tb MetRS inh -0.2, DNMT1 block -1, Scp1 inh -2, STEP inh -2 and LMPTP inh -0.6.
For O=C(O)c1ccccc1SCCS(=O)(=O)c1ccc(Cl)cc1Cl the results were CendR NRP1 mod 16, SKN-1 inh 2, SUMO1 PPI mod 3, Neddylation inh inactive, NadD block -4, Tb MetRS inh 0.3, DNMT1 block 2, Scp1 inh -11, STEP inh 1 and LMPTP inh -1.4.
`C=C(CCO)C1=CCN(S(=O)(=O)C(C)(C)C)[C@H]1CCO` gave CendR NRP1 mod -10, SKN-1 inh -3, SUMO1 PPI mod 5, Neddylation inh inactive, NadD block 3, Tb MetRS inh -0.2, DNMT1 block 4, Scp1 inh 1, STEP inh 0 and LMPTP inh -0.5.
COc1ccccc1OCC(=O)Nc1ccccc1C(=O)NCc1cccnc1 was read as CendR NRP1 mod -3, SKN-1 inh -8, SUMO1 PPI mod 1, Neddylation inh inactive, NadD block -5, Tb MetRS inh -0.2, DNMT1 block 3, Scp1 inh 4, STEP inh 3 and LMPTP inh -0.4.
`CCc1nc2c(OCc3ccc(F)c(F)c3)cccn2c1N(C)C(=O)c1cccs1` gave CendR NRP1 mod -1, SKN-1 inh 8, SUMO1 PPI mod -2, Neddylation inh inactive, NadD block 3, Tb MetRS inh -0.2, DNMT1 block 1, STEP inh 3 and LMPTP inh 0.9.
CC1CCc2nn(CC(=O)N3CCCCCC3)cc2C1 (stereo unspecified) was read as CendR NRP1 mod 9, SKN-1 inh -1, SUMO1 PPI mod 4, Neddylation inh inactive, NadD block -4, Tb MetRS inh 1.5, DNMT1 block 0, Scp1 inh -4, STEP inh -2 and LMPTP inh -0.4.
For COc1ccc(C(=O)OCn2nnc3ccccc3c2=O)cc1 the results were CendR NRP1 mod 2, SKN-1 inh -11, SUMO1 PPI mod 0, Neddylation inh inactive, NadD block -8, Tb MetRS inh 0.1, DNMT1 block 4, Scp1 inh -11, STEP inh 1 and LMPTP inh -0.6.
`CSc1nc2nc(Cl)c(Cl)nc2[nH]1` gave CendR NRP1 mod 0, SKN-1 inh 10, SUMO1 PPI mod 1, NadD block -8, Tb MetRS inh 0.1, DNMT1 block 2, STEP inh 0 and LMPTP inh -0.8.
Cc1ccccc1NC(=O)Cn1c(=O)oc2ccccc21 was read as CendR NRP1 mod -4, SKN-1 inh -5, SUMO1 PPI mod 6, Neddylation inh inactive, NadD block -2, Tb MetRS inh -0.9, DNMT1 block 2, Scp1 inh 1, STEP inh -6 and LMPTP inh -4.2.
For Cc1cccc(Oc2ccc(S(=O)(=O)N3CCCCC3)cc2N)c1 the results were CendR NRP1 mod 12, SKN-1 inh -4, SUMO1 PPI mod 0, Neddylation inh inactive, NadD block 2, Tb MetRS inh -0.4, DNMT1 block -2, Scp1 inh -3, STEP inh -1 and LMPTP inh 1.9.
c1ccc(-c2csc3nnc(SCc4ccc5c(c4)OCO5)n23)cc1 was read as CendR NRP1 mod -8, SKN-1 inh -6, SUMO1 PPI mod 4, Neddylation inh inactive, NadD block 5, Tb MetRS inh -0.8, DNMT1 block 5, Scp1 inh 15, STEP inh 2 and LMPTP inh 0.4.
CC(C)C[C@@H](CN1CCCC1CN1C(=S)NC[C@@H]1Cc1ccc(O)cc1)N1C[C@H](Cc2ccccc2)N(CC2CCCCCC2)C1=S (stereo partly specified) was read as CendR NRP1 mod -13, SKN-1 inh 15, SUMO1 PPI mod -1, Neddylation inh inactive, NadD block 23, Tb MetRS inh 0.4, DNMT1 block -4, Scp1 inh 10, STEP inh 8 and LMPTP inh 2.7.
For CCOc1ccc2nc(NC(=O)C(NS(=O)(=O)c3cccc4nsnc34)C(C)C)sc2c1 (stereo unspecified) the results were CendR NRP1 mod -16, SKN-1 inh 12, SUMO1 PPI mod -26, Neddylation inh inactive, NadD block -1, Tb MetRS inh 0.1, DNMT1 block -5, Scp1 inh -16, STEP inh 2 and LMPTP inh 1.6.
For O=C(NCc1ccccc1)NC1CCS(=O)(=O)C1 (stereo unspecified) the results were CendR NRP1 mod 7, SKN-1 inh -4, SUMO1 PPI mod 0, Neddylation inh inactive, NadD block -2, Tb MetRS inh -0.2, DNMT1 block 4, Scp1 inh -3, STEP inh -2 and LMPTP inh 0.0.

At a glance, part of the list above:
For CC[C@]12c3[nH]c4ccc(OC)cc4c3CCN1C(=O)C(CC(=O)NCCc1ccccn1)C[C@@H]2C(=O)N1CCN(C(=O)C2CC2)CC1 (stereo partly specified) the results were CendR NRP1 mod 2, SKN-1 inh -2, SUMO1 PPI mod -12, Neddylation inh inactive, NadD block 7, Tb MetRS inh -0.9, DNMT1 block 4, Scp1 inh -4, STEP inh 0 and LMPTP inh -9.4.
`O=C(c1cnn2c(C(F)(F)F)cc(-c3cccs3)nc12)N1CCCC1` gave CendR NRP1 mod 4, SKN-1 inh -6, SUMO1 PPI mod -28, Neddylation inh active, NadD block -5, Tb MetRS inh 1.0, DNMT1 block 2, Scp1 inh -7, STEP inh -1 and LMPTP inh -0.9.
Screening COc1ccc(Cl)cc1C(=O)NCCCn1ccnc1 returned CendR NRP1 mod -4, SKN-1 inh -12, SUMO1 PPI mod 6, Neddylation inh inactive, NadD block 0, Tb MetRS inh -1.3, DNMT1 block 1, Scp1 inh -6, STEP inh -2 and LMPTP inh -0.8.
